Source: PubChem (Broad Institute)
RAD52 anneal inh – blocks human RAD52 DNA annealing; recombinant RAD52 DNA annealing, FRET fluorescence; inhibition, % at 18.7 µM; actives 0.46% (n = 360,000);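 active means every replicate showing at least 50% inhibition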
Casp6 inh – caspase-6 (human) enzyme inhibition | P55212 | purified caspase-6, Z-VEID-R110 cleavage fluorescence | inhibition, % at 12.5 µM | actives 0.53% (n = 350,000);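 active means mean inhibition across replicates at least about 35%, with every replicate also reaching that limit, limit read from the data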;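 further: 0% = median of neutral control wells and 100% = no fluorescence left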
Target sequence (P55212 24-179 limits assumed): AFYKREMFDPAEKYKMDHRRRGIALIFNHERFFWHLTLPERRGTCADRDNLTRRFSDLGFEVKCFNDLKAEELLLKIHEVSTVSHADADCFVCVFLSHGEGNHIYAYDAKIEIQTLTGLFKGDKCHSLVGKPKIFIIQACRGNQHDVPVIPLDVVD
Target sequence (P55212 194-293 limits assumed): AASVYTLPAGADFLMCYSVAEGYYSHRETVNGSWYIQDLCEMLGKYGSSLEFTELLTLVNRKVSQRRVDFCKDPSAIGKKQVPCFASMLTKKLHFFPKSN
ERp5 block – inhibitors of human ERp5; Q15084; ERp5 insulin aggregation, absorbance 650 nm, 90 min; inhibition, % at 9.99 µM; actives 0.05% (n = 350,000); AID 651711;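 active means mean replicate inhibition above about 25%, with every replicate also reaching it, limit read from the data, passing the limit was not always enough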
PglD DTNB – inhibitors of Campylobacter jejuni PglD acetyltransferase. purified PglD enzyme, DTNB colorimetric CoA detection. inhibition, % at 12.5 µM. actives 0.098% (n = 360,000); in the data active means inhibition above about 16%, passing the limit was not always enough; further: strong numbers were not always called active
esBAF inh – SWI/SNF esBAF complex inhibition | mouse ES cells, Bmi1-luciferase knock-in reporter, 24 h; 100% = twice the neutral-well signal | reporter increase, % at 12.5 µM | actives 2% (n = 350,000) | AID 602393; in the data active means activation above about 40%;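 further: 0% = median of the plate's neutral control wells and 100% = double that signal; a rise in the Bmi1 reporter signal indicates esBAF inhibition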
ARNT TACC3 PPI – disrupts binding between human ARNT and TACC3; Q9Y6A5; AlphaScreen His-ARNT PAS-B/GST-TACC3 binding, luminescence; TACC3 fragment carries E629A point mutation; inhibition, % at 9.99 µM; actives 0.66% (n = 390,000);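 active means mean inhibition of replicates at least 50% and at least half of replicates each reaching 50%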;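 further: 0% = complete ARNT plus TACC3 wells and 100% = ARNT alone without TACC3; many hits fall short of the cut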
RAD54 branch – blocks human RAD54 Holliday junction branch migration | Q92698 | FAM/BHQ fluorescence | inhibition, % at 10.4 µM | actives 0.14% (n = 360,000) | AID 602329;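 active means mean normalized replicate activity at least 40 and at least half of replicates scoring 40 or more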;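 further: 0% = median of neutral control wells and 100% = median of positive control wells; inhibitors cause a drop in the FAM fluorescence signal; in these data hits start at about 50%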
Target sequence (Q92698 whole entry, looked up): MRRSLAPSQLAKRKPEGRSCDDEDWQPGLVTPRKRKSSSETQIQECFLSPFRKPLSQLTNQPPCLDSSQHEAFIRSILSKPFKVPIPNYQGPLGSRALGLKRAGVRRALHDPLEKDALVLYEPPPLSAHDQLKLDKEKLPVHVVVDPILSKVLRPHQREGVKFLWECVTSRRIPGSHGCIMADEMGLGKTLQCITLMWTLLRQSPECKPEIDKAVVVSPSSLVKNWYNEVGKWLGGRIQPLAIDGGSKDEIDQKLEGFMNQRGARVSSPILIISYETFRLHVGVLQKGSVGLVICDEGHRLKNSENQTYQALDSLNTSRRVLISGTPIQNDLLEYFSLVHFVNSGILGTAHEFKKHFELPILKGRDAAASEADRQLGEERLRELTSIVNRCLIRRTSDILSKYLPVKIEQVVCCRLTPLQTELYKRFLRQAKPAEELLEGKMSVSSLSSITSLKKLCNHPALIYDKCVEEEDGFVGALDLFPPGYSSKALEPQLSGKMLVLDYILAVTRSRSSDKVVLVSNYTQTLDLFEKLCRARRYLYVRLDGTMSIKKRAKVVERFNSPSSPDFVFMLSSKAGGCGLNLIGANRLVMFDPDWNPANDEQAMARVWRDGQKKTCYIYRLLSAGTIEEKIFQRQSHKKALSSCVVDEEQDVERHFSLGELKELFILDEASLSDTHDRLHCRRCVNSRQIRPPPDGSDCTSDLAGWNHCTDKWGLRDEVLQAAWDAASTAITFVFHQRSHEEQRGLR
E-selectin induc – induces E-selectin expression in human endothelial cells | actives 0.37% (n = 260,000) | HUVEC E-selectin immunofluorescence imaging; normalized: neutral wells 0, TNF-alpha wells 100 | activation, % at 7.58 µM | P16581;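 active means mean E-selectin-positive cell signal at least 10% of the positive control, reached in at least 60% of replicates, without over 20% cell loss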;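 further: in these data hits start at about 27%; measured in HUVEC primary endothelial cells; signal is the percent of cells scored E-selectin positive by PE staining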
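Material: HUVEC primary endothelial cells; Amount: 3,000 cells per well; Dosing: single concentration; Medium: EGM-2 growth medium on 0.1% gelatin-coated wells; Read-out basis: percent E-selectin-positive cells; Signal: immunofluorescence imaging; Control set: TNF-alpha, DMSO.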
Active calls of the source: *; . = not tested or not shown; & = joins results of further samples.

cpd	structure	RAD52 anneal inh	Casp6 inh	ERp5 block	PglD DTNB
1	COc1ccc(OC)c(S(=O)(=O)N2CCC(C(=O)NCc3cccnc3)CC2)c1	-9	-1	-6	-12
2	Cc1c(CC(=O)O)c(=O)oc2c(C)c(OCc3c(F)cccc3Cl)ccc12	-12	0	0	7
3	COc1ccccc1CNC(=O)C[C@@H]1CC[C@H]2[C@@H](COC[C@H](O)CN2C(=O)Nc2ccc(C(F)(F)F)cc2)O1	-2	-1	0	3
4	CCCCOc1ccc(C(=O)OCC(=O)N2CCOCC2)cc1	9	61*	-1	3
5	COc1ccc(NC(=O)N(C)C[C@H]2Oc3ccc(NC(=O)C4CC4)cc3C(=O)N([C@H](C)CO)C[C@@H]2C)cc1	-4&-4	-2&0	0&4	-3&1
6	COC(=O)c1ccccc1NC(=O)c1ccc2c(c1)CC(C)O2 (centres undefined)	-15	0	-2	0
7	CCC(CC)COC(=O)C1=C(C)NC(=O)NC1c1cccc([N+](=O)[O-])c1 (centres undefined)	-12	1	-1	6
8	COC(=O)C1=C(C)C(c2cccs2)NC(=O)N1C (centres undefined)	.	.	.	-2
9	Cc1noc(C)c1NC(=O)Nc1ccc2c(c1)C(=O)N([C@@H](C)CO)C[C@@H](C)[C@@H](CN(C)C(=O)NC(C)C)OCCCC[C@@H](C)O2	-1	-1	-7	1
10	COC(=O)N/N=C/c1cn(Cc2ccc(F)cc2)c2ccccc12	-1	2	0	.
11	CC(=O)n1cc(N(C(=O)CCl)c2ccccc2)c2ccccc21	-13	17	1	-3
12	FC(F)(F)c1cc(Oc2ccc(Cl)cc2)nc(-c2ccccn2)n1	.	.	.	3
13	CC(C)(C)c1[nH]nc2c1C(c1ccoc1)C(C#N)=C(N)O2 (centres undefined)	.	.	.	-3
14	C[C@H](CO)N1C[C@H](C)[C@H](CN(C)C(=O)Nc2ccc(F)cc2)Oc2ncc(Br)cc2C1=O	-3&2&4	3&-3&-2	5&1&-7	-2&1
15	COc1cc(NC(=O)CC(C)S(=O)(=O)c2cc3c(cc2C)NC(=O)CO3)cc(OC)c1OC (centres undefined)	5	3	.	0

cpd	esBAF inh	ARNT TACC3 PPI	RAD54 branch	E-selectin induc
1	-7	-8	8	.
2	1	-22	1	0.3
3	0	-5	-5	0.0
4	1	-4	-2	.
5	4&-1	-11&32	-8&-3	1.3&2.1
6	11	3	-2	0.4
7	3	-2	-8	.
8	3	-15	5	.
9	1	3	-5	.
10	.	-6	.	11
11	.	1	4	0.1
12	-4	0	5	.
13	-4	-4	-4	.
14	-2&-4	-14&20	-12&-4	3.5&0.5
15	1	5	-5	.

Reformatted: six of the compounds above
# | SMILES | RAD52 anneal inh | Casp6 inh | ERp5 block | PglD DTNB | esBAF inh | ARNT TACC3 PPI | RAD54 branch | E-selectin induc
1 | COc1ccc(OC)c(S(=O)(=O)N2CCC(C(=O)NCc3cccnc3)CC2)c1 | -9 | -1 | -6 | -12 | -7 | -8 | 8 | .
15 | COc1cc(NC(=O)CC(C)S(=O)(=O)c2cc3c(cc2C)NC(=O)CO3)cc(OC)c1OC (centres undefined) | 5 | 3 | . | 0 | 1 | 5 | -5 | .
6 | COC(=O)c1ccccc1NC(=O)c1ccc2c(c1)CC(C)O2 (centres undefined) | -15 | 0 | -2 | 0 | 11 | 3 | -2 | 0.4
3 | COc1ccccc1CNC(=O)C[C@@H]1CC[C@H]2[C@@H](COC[C@H](O)CN2C(=O)Nc2ccc(C(F)(F)F)cc2)O1 | -2 | -1 | 0 | 3 | 0 | -5 | -5 | 0.0
10 | COC(=O)N/N=C/c1cn(Cc2ccc(F)cc2)c2ccccc12 | -1 | 2 | 0 | . | . | -6 | . | 11
4 | CCCCOc1ccc(C(=O)OCC(=O)N2CCOCC2)cc1 | 9 | 61* | -1 | 3 | 1 | -4 | -2 | .

The main list resumes with the 3 entries that preceded the break.
cpd	structure	RAD52 anneal inh	Casp6 inh	ERp5 block	PglD DTNB
13	CC(C)(C)c1[nH]nc2c1C(c1ccoc1)C(C#N)=C(N)O2 (centres undefined)	.	.	.	-3
14	C[C@H](CO)N1C[C@H](C)[C@H](CN(C)C(=O)Nc2ccc(F)cc2)Oc2ncc(Br)cc2C1=O	-3&2&4	3&-3&-2	5&1&-7	-2&1
15	COc1cc(NC(=O)CC(C)S(=O)(=O)c2cc3c(cc2C)NC(=O)CO3)cc(OC)c1OC (centres undefined)	5	3	.	0
16	O=C(Cn1cnc2c(oc3nc4c(cc32)CCCC4)c1=O)Nc1ccccc1	-17	4	3	1
17	Nc1nc(-c2ccco2)cs1	.	.	.	-1
18	COC(=O)NC1(C(F)(F)F)C(=O)NC(C)=C1C(=O)OC (centres undefined)	.	.	.	6
19	O=C(NC(=S)Nc1ccc(Cl)cc1)c1ccccc1	-17	-2	3	10
20	CCCCn1c(N)c(N(CCOC)C(=O)c2cc(-c3ccccc3Cl)nc3ccccc23)c(=O)[nH]c1=O	-15	1	-1	.
21	CCOC(=O)C1=CCN(S(=O)(=O)c2ccccc2Br)C1c1cccc(F)c1 (centres undefined)	-1	21	-8	2
22	O=S1(=O)NC(c2ccccc2)CC(CC2CCCCC2)O1 (centres undefined)	-13	2	5	-3
23	C[C@@H]1CN([C@H](C)CO)C(=O)c2cccc(NC(=O)c3ccncc3)c2O[C@@H]1CN(C)CC1CC1	1	1	7	-1
24	CC1CC(NC(=O)CCn2c(=O)oc3ccccc32)CC(C)(C)C1 (centres undefined)	-3	2	12	1
25	CCOC(=O)C(=CNc1cccnc1Oc1ccc(C)c2c1CCC2)C(=O)OCC	-19	-2	15	.
26	COC(=O)c1nn(-c2nc(-c3ccc(OC)c(OC)c3)cc(C(F)(F)F)n2)cc1[N+](=O)[O-]	-11	-1	1	.
27	COc1ccc(-c2nn(C)c(=O)c3ccccc23)cc1CNC(=O)c1ccco1	.	.	.	-1
28	COCCCNc1nc2c(c(=O)n(Cc3cccc(Br)c3)c(=O)n2C)n1C	-10	1	1	.
29	CC(=O)c1cccc(NC(=O)N2CCCC2C(=O)Nc2ccc3c(c2)OCO3)c1 (centres undefined)	-8	-2	0	.
30	COc1ccc(C(=O)NC(C)CCn2cccn2)cc1OC1CCN(C(C)C)CC1 (centres undefined)	-6	0	1	3

cpd	esBAF inh	ARNT TACC3 PPI	RAD54 branch	E-selectin induc
13	-4	-4	-4	.
14	-2&-4	-14&20	-12&-4	3.5&0.5
15	1	5	-5	.
16	2	-6	-7	.
17	9	3	5	.
18	-7	-14	1	.
19	26	-4	4	-0.1
20	.	-1	.	-0.1
21	-2	.	13	-0.2
22	14	.	4	0.2
23	-2	-5	-7	0.4
24	0	-2	-2	0.0
25	-5	-7	.	-2.2
26	.	-1	.	0.2
27	6	-1	7	.
28	.	.	.	1.2
29	1	0	.	.
30	.	3	-1	.

New compounds follow
cpd	structure	RAD52 anneal inh	Casp6 inh	ERp5 block	PglD DTNB
31	CCOC(=O)C(C)NC(=O)CCc1nnc2ccc(N3CCCCC3)nn12 (centres undefined)	4	-2	0	-3
32	O=C(CSc1ccccc1)Nc1ccc2c(c1)OCCO2	-17	2	18	8
33	O=C(O)c1ccc2c(c1)CCCN2	-22	-1	0	0
34	CCOC(=O)CC(NC(=O)Cc1ccc(F)cc1)c1ccccc1Cl (centres undefined)	1	1	6	.
35	COc1ccc2cc(C3CC(c4ccco4)=NN3S(C)(=O)=O)c(Cl)nc2c1 (centres undefined)	-30	6	-8	3
36	O=C(O)[C@H]1CCC(=O)N1Cc1ccco1	.	.	.	5
37	CCCCCCN1C[C@H](n2cc(-c3ccc(F)cc3)nn2)[C@@H](O)C[C@@H]1c1ccc(OC)cc1	-9	1	0	-7
38	Cc1ccc(CNC(=O)C2CC3Cn4c(nc5cc(Cl)c(Cl)cc54)C3N2C)o1 (centres undefined)	-22	0	1	0
39	C[C@@H]1CN([C@H](C)CO)C(=O)c2cc(NS(C)(=O)=O)ccc2O[C@@H]1CN(C)Cc1ccc(Cl)c(Cl)c1	-1	1	8	-1
40	Cc1cc2cc(CCNC(=O)c3ccc(S(=O)(=O)N4CCCC4)cc3)c(=O)[nH]c2cc1C	-28	0	-9	0
41	CCCN(C)C[C@H]1OCCCC[C@H](C)Oc2ccc(NC(=O)Nc3ccc(C(F)(F)F)cc3)cc2C(=O)N([C@@H](C)CO)C[C@H]1C	33	0	1	-3
42	COc1ccc(NC(=O)CCC(=O)OC(C(=O)c2ccccc2)c2ccccc2)cc1 (centres undefined)	.	.	.	-1
43	CN1C(=O)N(C)C2(c3ccccc3)NNC(N)=NC12c1ccccc1 (centres undefined)	-15	-1	1	0
44	CC(=O)N(CCc1ccccc1)c1ccc2c(c1)C1CC2CCN1C(=O)OCc1ccccc1 (centres undefined)	-36	7	1	4
45	C[C@@H]1CN([C@H](C)CO)C(=O)c2cc(C#CC3(O)CCCC3)cnc2O[C@@H]1CN(C)S(=O)(=O)c1cccc(F)c1	7	-2	0	3

cpd	esBAF inh	ARNT TACC3 PPI	RAD54 branch	E-selectin induc
31	-6	-7	-1	1.0
32	54*	-3	5	0.9
33	.	.	-19	.
34	.	22*	.	.
35	.	-4	5	-0.2
36	1	-8	0	.
37	-5	.	6	-6.0
38	11	-4	-19	0.8
39	1	-6	1	4.1
40	0	-15	-7	8.2
41	5	23	5	0.1
42	-6	-3	-3	.
43	.	-4	1	5.6
44	5	.	3	-0.1
45	-5	-5	5	0.3

(more compounds)
cpd	structure	RAD52 anneal inh	Casp6 inh	ERp5 block	PglD DTNB
46	O=C(COC(=O)c1ccccc1F)NCc1ccc2c(c1)OCO2	-13	-2	1	2
47	O=S(=O)(c1ccc(N2CCOCC2)nc1)N(Cc1ccccn1)Cc1ccccn1	-21	.	3	3
48	Cc1cc(-c2onc(C)c2C(=O)Nc2ccc(C(F)(F)F)cc2)no1	10	-1	1	1
49	O=C(CSc1ncn[nH]1)CSc1ncn[nH]1	-27	6	1	2
50	COc1ccc(-c2cc(-c3nnc(COC(=O)c4ccc(O)cc4)o3)c3ccccc3n2)cc1OC	-14	2	-3	-1
51	CCc1noc(C)c1C(=O)N(CC(C)C)c1c(N)n(Cc2ccccc2)c(=O)[nH]c1=O	-14	0	-1	5
52	COc1ccc(NS(=O)(=O)c2ccc(N3CCCCC3)c(N)c2)cc1	-11	3	0	3
53	O=C(O)CCCC(=O)Nc1ccccc1SCCS(=O)(=O)c1ccc(Cl)cc1	-4	-1	-2	0
54	CC1=C(C(=O)N(C)C)CC(CC(=O)NCc2cccs2)C(=O)N1Cc1ccc(F)cc1 (centres undefined)	-5	.	-1	0
55	Cc1cc(Cl)ccc1OCC(=O)NCCOc1nc(N2CCCCC2)nc(N2CCOCC2)n1	.	.	.	-6
56	Cc1noc(C)c1S(=O)(=O)N(C)C[C@H]1OCCCC[C@@H](C)Oc2ccc(NC(=O)CCC(F)(F)F)cc2C(=O)N([C@H](C)CO)C[C@@H]1C	.	.	.	-2
57	C[C@H]1CN([C@@H](C)CO)C(=O)c2cc(NS(C)(=O)=O)ccc2O[C@H]1CN(C)Cc1ccc(C(=O)O)cc1	8	-2	5	-1
58	COc1cc(C(=O)NCc2nnc(SCC(=O)Nc3cc(C)on3)o2)cc(OC)c1OC	-5	5	0	-1

cpd	esBAF inh	ARNT TACC3 PPI	RAD54 branch	E-selectin induc
46	-4	0	-5	0.9
47	-3	23	-6	1.5
48	.	-4	0	0.4
49	-4	26	-1	1.4
50	.	.	9	.
51	.	-2	-5	0.6
52	-14	5	2	-0.6
53	-1	22	-1	0.1
54	7	.	-2	-0.2
55	-15	30	7	.
56	5	-2	0	0.4
57	6	-6	1	-5.3
58	-11	3	-10	-1.4
